# F508del corr: F508del CFTR correction, initial screen, CFBE line, single point; CFBE cells, YFP halide quenching; stimulated with forskolin plus potentiator P3; % fluorescence drop versus neutral controls; activity (quench increase), % at 7.58 µM; actives 0.36% (n = 350,000); AID 720511, 2013;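 active = mean added fluorescence quench of at least 8% versus neutral control, with both replicates also reaching 8%; inconclusive = only one of the mean or replicate conditions met; inactive = mean below 8% and not both replicates reaching 8%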;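 also: cells transiently co-express mutant CFTR-F508del with the halide-sensitive YFP; corrector assay measuring rescue of mutant channel to the surface after 24 h compound exposure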
# CASP6 VEID inh: human caspase-6 inhibitors, primary screen, biochemical, VEID-R110 fluorescence, single point, set 2; P55212; purified caspase-6, Z-VEID-R110 cleavage fluorescence; inhibition, % at 12.5 µM; actives 0.53% (n = 350,000);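 active = mean inhibition across replicates at least about 35%, with every replicate also reaching that limit, limit read from the data; inconclusive = only one of the two criteria met; inactive = neither criterion met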;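 also: 0% = median of neutral control wells and 100% = no fluorescence left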
# Target sequence (P55212 24-179 limits assumed): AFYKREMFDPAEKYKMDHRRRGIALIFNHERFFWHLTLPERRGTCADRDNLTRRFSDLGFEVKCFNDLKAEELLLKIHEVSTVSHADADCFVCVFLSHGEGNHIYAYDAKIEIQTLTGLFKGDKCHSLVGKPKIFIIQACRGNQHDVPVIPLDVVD
# Target sequence (P55212 194-293 limits assumed): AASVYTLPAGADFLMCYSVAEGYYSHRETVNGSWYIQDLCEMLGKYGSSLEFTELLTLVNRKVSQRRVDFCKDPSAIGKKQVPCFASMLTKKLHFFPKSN
# XiGFP reactiv: activators of inactive X chromosome reactivation, primary screen, imaging, XiGFP fibroblasts, GFP high-content imaging, set 2. XiGFP mouse fibroblasts, % GFP-positive cells imaging, 3 d; cells co-treated with 5-aza-dC sensitizer; scaled so ellipticine positive control = 100%. activation, % at 7.58 µM. AID 743238, 2013. actives 0.055% (n = 360,000);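 active = mean normalized replicate activation at least 10% and every replicate at or above 10%; inconclusive = only one of the two criteria met; inactive = mean below 10% and not all replicates reach 10%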;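 also: 0% = median of on-plate neutral control wells and 100% = ellipticine 6 µM median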
#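 System: 68-5-11 XiGFP fibroblast line; Timing: 3 days compound exposure; Compound dosing: one concentration, pinned; Benchmarks: positive control ellipticine, 6 µM final; Buffer or medium: DMEM containing 5-aza-dC.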
# RAD52 anneal inh: RAD52 DNA annealing inhibitors, primary screen, biochemical, FRET, single point, set 2; DNA repair protein RAD52 homolog (Homo sapiens), P43351; recombinant RAD52 DNA annealing, FRET fluorescence; inhibition, % at 18.7 µM; actives 0.46% (n = 360,000);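 active = every replicate showing at least 50% inhibition; inconclusive = mean inhibition at least 50% but not in every replicate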
# INS-1E GSIS act: GLuc luminescence reporter in INS-1E cells, primary screen for activators of glucose-dependent secretion of insulin | activation, % at 16.6 µM | actives 0.61% (n = 370,000) | INS-1E GLuc reporter insulin secretion, 2-3 h;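 active = lowest replicate activation of at least 40%, so every replicate reaches that level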;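 also: 0% = median of neutral control wells and 100% = median of IBMX positive control wells; some compounds called inactive have numbers as strong as hits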
# DENV2 CPE: inhibitors of DENV2 cytopathic effect, primary screen, cell-based, plate reader, single concentration; DENV2-infected cells, cytopathic effect rescue; CPE inhibition, % at 9.99 µM; actives 1.7% (n = 350,000); AID 651640, 2012; in the data active = CPE inhibition above about 20%, passing the limit was not always enough; inconclusive = no clear call, values can overlap the other calls; tested in BHK-21 cells;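 also: 0% = median of neutral control wells and 100% = median of positive control wells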
# RAD54 branch: inhibitors of human RAD54 branch migration, primary screen, biochemical, fluorescence, single point; RAD54 Holliday junction branch migration, FAM/BHQ fluorescence; inhibition, % at 10.4 µM; actives 0.14% (n = 360,000);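 active = mean normalized replicate activity at least 40 and at least half of replicates scoring 40 or more; inconclusive = only one of the two criteria met; inactive = mean below 40 and under half of replicates reaching 40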;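 also: 0% = median of neutral control wells and 100% = median of positive control wells; inhibitors cause a drop in the FAM fluorescence signal; in these data hits start at about 50%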
# Target sequence (Q92698 whole entry, looked up): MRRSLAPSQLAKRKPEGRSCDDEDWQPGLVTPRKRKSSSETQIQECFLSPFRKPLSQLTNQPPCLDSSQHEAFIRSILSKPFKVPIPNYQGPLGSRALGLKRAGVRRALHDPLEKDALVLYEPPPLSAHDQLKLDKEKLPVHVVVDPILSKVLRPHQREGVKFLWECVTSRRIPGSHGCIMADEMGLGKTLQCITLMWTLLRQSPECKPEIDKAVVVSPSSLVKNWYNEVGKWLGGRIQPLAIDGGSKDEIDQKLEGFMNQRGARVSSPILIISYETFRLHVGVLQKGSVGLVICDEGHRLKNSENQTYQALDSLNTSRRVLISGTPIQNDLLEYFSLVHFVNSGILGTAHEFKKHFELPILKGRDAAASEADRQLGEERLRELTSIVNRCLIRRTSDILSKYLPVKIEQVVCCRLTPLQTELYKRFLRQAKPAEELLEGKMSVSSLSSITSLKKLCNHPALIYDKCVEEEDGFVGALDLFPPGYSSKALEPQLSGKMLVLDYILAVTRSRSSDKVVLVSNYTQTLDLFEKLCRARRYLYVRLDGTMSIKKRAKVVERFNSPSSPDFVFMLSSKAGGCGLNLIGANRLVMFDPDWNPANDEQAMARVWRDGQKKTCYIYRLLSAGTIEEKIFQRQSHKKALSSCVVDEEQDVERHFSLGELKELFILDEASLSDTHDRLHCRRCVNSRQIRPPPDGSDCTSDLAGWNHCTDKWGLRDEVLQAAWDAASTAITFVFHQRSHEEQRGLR
# E-sel inducer: E-selectin induction in HUVECs, primary screen, imaging, HUVEC, immunofluorescence imaging, single point | P16581 | normalized: neutral wells 0, TNF-alpha wells 100 | AID 686992, 2013 | activation, % at 7.58 µM | actives 0.37% (n = 260,000);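 active = mean E-selectin-positive cell signal at least 10% of the positive control, reached in at least 60% of replicates, without over 20% cell loss; inconclusive = no rule given, readout overlaps actives, possibly toxicity-flagged; inactive = the rest, including those meeting only one limit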;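 also: in these data hits start at about 27%; measured in HUVEC primary endothelial cells; signal is the percent of cells scored E-selectin positive by PE staining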
#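 Test system – human umbilical vein endothelial cells (HUVEC), E-selectin induction · Input – 3,000 HUVEC seeded per well · Buffer or medium – EGM-2, gelatin · Compound dosing – single-point compound dose · Detection – immunofluorescence imaging · Measure – percent E-selectin-positive cells · Controls – TNF-alpha high, DMSO low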
# The depositor's hits bear a star; ? = inconclusive; / = no result given.
SMILES,F508del corr,CASP6 VEID inh,XiGFP reactiv,RAD52 anneal inh,INS-1E GSIS act,DENV2 CPE,RAD54 branch,E-sel inducer
CCOc1ccccc1CNS(=O)(=O)c1cc(-c2cc(C)no2)ccc1C,-1.0,-1,0.1,5,9,-6,-14,/
O=C(C1CCOCC1)N1CC(=O)N2[C@H](CO)[C@@H](c3ccc(-c4ccccc4F)cc3)[C@@H]2C1,0.9,0,0.1,-18,-1,-4,/,0.0
N#C/C(=C/c1cc(Cl)c(O)c(Cl)c1)C(=O)N1CCCCC1,4.5,1,0.0,-11,-31,-6,-2,0.0
O=C1C[C@@H]2c3c(cccc3CN1Cc1ccccc1Cl)C[C@@H](O)[C@H]2O,-2.1,-6,-0.3,-4,5,-1,-9,-0.1
COc1ccc2c3c(n(C)c2c1)[C@@H](CO)NCC31CN(C(=O)c2cccc(F)c2)C1,1.1,/,0.0,-6,14,0,/,0.0
COCCNC(=O)C[C@H]1CC[C@@H]2[C@H](COC[C@H](O)CN2C(=O)Nc2ccccc2OC)O1,-2.3,3,0.3,4,2,-2,-2,0.1
Cc1cc(C)c(/C=C(\C#N)S(=O)(=O)c2ccccc2)[nH]1,-1.5,0,0.0,-75,/,-1,/,/
O=C(NCCSc1ncc(-c2ccc(F)cc2)[nH]1)c1ccco1,-0.1,-1,0.3,-8,6,9,/,0.0
COc1ccc(NC(=O)N2C[C@H]3[C@@H](c4ccccc42)[C@H](CO)N3C(=O)C2CC2)cc1,-2.6,/,0.2,1,-3,1,3,-0.2
CCCC(=O)Nc1cc(-c2nc3ncccc3o2)ccc1Cl,0.2,0,0.2,-10,4,1,-6,/
O=C(CCl)NNC(=O)c1c(O)c2ccccc2[nH]c1=O,-4.3,0,0.0,-15,4,-7,-15,/
COc1ccc(S(=O)(=O)N(C)C[C@H]2Oc3ncc(/C=C/c4ccccc4)cc3C(=O)N([C@@H](C)CO)C[C@H]2C)cc1,0.6,/,-1.1,/,-18,/,-1,-0.4
CC(C)(C)C(=O)NC(CC(=O)O)c1ccccc1 (stereo not given),0.6,0,-0.1,-8,10,-10,-10,3.2
NNC(=O)c1ccncc1,-3.0,0,-0.1,-7,4,-3,4,1.4
Cc1ccc(S(=O)(=O)Nc2cc(C)c(O)c(Sc3n[nH]c(C)n3)c2)cc1,0.0,-2,0.1,0,-5,1,1,/
CC(C)c1nnc(NC(=O)CCC(=O)N2CCN(C3c4ccccc4-c4ccccc43)CC2)s1,/,4,-0.1,-13,-9,4,1,0.0
C=CCNC(=O)COc1cc(C)cc(C)c1C,2.1,1,-0.1,-9,6,17,0,/
O=C(NNS(=O)(=O)c1ccc(F)cc1)c1cc2ccccc2cc1O,3.3,9,0.0,-11,-8,-3,-4,-0.1
COCC(=O)Nc1ccc2c(c1)OC[C@@H](C)N(CCc1ccccc1)C[C@@H](C)[C@H](OC)CN(C)C2=O,4.0,-2,0.3,23,2,7,0,0.2
Cc1ccc(NS(=O)(=O)c2cccc(C(=O)NCCCn3ccnc3)c2)cc1,-2.3,-1,0.0,-77,-5,-5,/,0.1

# Part of the list above, reduced to F508del corr.
compound | F508del corr
O=C(NNS(=O)(=O)c1ccc(F)cc1)c1cc2ccccc2cc1O | 3.3
COCC(=O)Nc1ccc2c(c1)OC[C@@H](C)N(CCc1ccccc1)C[C@@H](C)[C@H](OC)CN(C)C2=O | 4.0

# Carrying on:
SMILES,F508del corr,CASP6 VEID inh,XiGFP reactiv,RAD52 anneal inh,INS-1E GSIS act,DENV2 CPE,RAD54 branch,E-sel inducer
Cc1c(/C=N/O)c2ccccn2c1C(=O)c1ccc(F)cc1,-1.1,-5,0.1,-10,18,20,8,/
COc1ccccc1OCC(=O)Nc1c2c(nn1-c1ccccc1)CS(=O)(=O)C2,-0.3,7,0.1,4,-3,0,4,0.6
O=C(Nc1cccc(F)c1)N1CC(=O)N2[C@H](C1)[C@@H](c1ccc(-c3ccc(F)cc3)cc1)[C@@H]2CO,0.8,1,0.0,2,-10,16,/,-0.7
Cc1ccc(F)cc1NC(=O)CCc1c(C)nn(-c2ccc(N3CCCCC3)nn2)c1C,4.7,3,0.0,-14,0,-5,5,/
Cc1ccccc1N(CC(=O)NC1CCCC1)C(=O)c1csnn1,-0.9,2,0.0,-4,10,0,/,0.0
COCCNC(=S)N/N=C/c1c2ccccc2cc2ccccc12,-0.8,-2,0.0,-218,7,2,-6,/
C[C@@H]1CN([C@@H](C)CO)C(=O)Cc2cc(NC(=O)Nc3ccc(C(F)(F)F)cc3)ccc2O[C@@H]1CN(C)S(=O)(=O)c1cn(C)cn1,-2.4,0,-1.0,8,-15,3,-6,0.4
C[C@@H]1CN([C@@H](C)CO)C(=O)c2cc(NC(=O)Nc3ccccc3)ccc2O[C@@H]1CN(C)C(=O)Nc1cccc2ccccc12,2.0,1,-0.2,0,-12,-3,4,0.4
CC1(C)Cc2ccccc2C(=NC(Cc2c[nH]c3ccccc23)C(=O)O)N1 (stereo not given),/,5,-0.2,-18,/,-4,4,/
CCOC(=O)c1ccc(NC2Nc3cc(C)nn3S2)cc1 (stereo not given),-1.3,0,-0.1,-4,9,-3,0,/

# In another format: entries from further up.
# Below each compound – F508del corr | CASP6 VEID inh | XiGFP reactiv | RAD52 anneal inh | INS-1E GSIS act | DENV2 CPE | RAD54 branch | E-sel inducer
> COc1ccccc1OCC(=O)Nc1c2c(nn1-c1ccccc1)CS(=O)(=O)C2
→ -0.3 | 7 | 0.1 | 4 | -3 | 0 | 4 | 0.6
> O=C(Nc1cccc(F)c1)N1CC(=O)N2[C@H](C1)[C@@H](c1ccc(-c3ccc(F)cc3)cc1)[C@@H]2CO
→ 0.8 | 1 | 0.0 | 2 | -10 | 16 | / | -0.7

# (continued)
SMILES,F508del corr,CASP6 VEID inh,XiGFP reactiv,RAD52 anneal inh,INS-1E GSIS act,DENV2 CPE,RAD54 branch,E-sel inducer
O=C(Nc1ccc2c(c1)OCO2)c1ccc(NC2CC2)c([N+](=O)[O-])c1,/,4,0.0,-15,-2,-4,4,/
C[C@H]1CN([C@@H](C)CO)C(=O)c2cccc(NS(=O)(=O)c3cn(C)cn3)c2O[C@H]1CN(C)S(=O)(=O)c1ccc(Cl)cc1,-2.8,1,-1.1,2,14,-8,-2,-0.1
Cc1cc2cc(CCNS(=O)(=O)c3ccc(F)cc3)c(=O)[nH]c2cc1C,-2.5,3,0.1,-31,2,-2,0,/
CC(C)CCNC(=O)c1onc(CSc2nc3ccccc3[nH]2)c1C(=O)NCCC(C)C,-0.2,2,0.1,-10,/,3,-4,0.0
NS(=O)(=O)c1ccc(N/N=C/C=C/c2ccccc2[N+](=O)[O-])cc1,2.0,5,0.0,5,-6,-4,0,0.2
C[C@@H]1CN([C@@H](C)CO)C(=O)c2cccc(NS(C)(=O)=O)c2O[C@H]1CN(C)Cc1ccc(Cl)c(Cl)c1,2.5,3,0.0,2,2,0,-7,-1.0
CC(=O)Cc1nsc(Nc2ccc(Cl)cc2)n1,1.8,0,0.0,-13,-3,-4,/,/
COc1ccc(S(=O)(=O)N(C)C[C@@H]2Oc3ncc(C#Cc4cccc(F)c4)cc3C(=O)N([C@H](C)CO)C[C@@H]2C)cc1,1.5,2,-1.3,0,4,-5,-4,-0.3
Cc1cccc(NC(=O)C(C)Sc2nnc(-c3cccnc3)o2)c1 (stereo not given),-0.2,1,0.4,-19,6,2,5,-0.9
C=CCNC(=S)NNC(=O)COc1ccc2cc(Br)ccc2c1,0.6,4,-0.8,-1,8,-6,-2,2.4
O=C(Nc1cccc(Cl)c1)c1nc[nH]c1C(=O)Nc1ccccc1F,1.7,3,0.0,-6,/,2,7,-0.1
CO[C@@H]1CN(C)C(=O)c2ccc(NC(=O)NC(C)C)cc2OC[C@@H](C)N(Cc2cncnc2)C[C@@H]1C,-2.3,/,0.4,/,25,/,/,-0.1
CC(=O)N(C)c1ccc(NC(=O)CCN2C(=O)c3ccccc3C2=O)cc1,-0.1,3,0.0,-7,-2,-5,1,/
CCCCc1ccc(S(=O)(=O)NC(=O)C2(C)CCN2C(=O)c2ccccc2)cc1 (stereo not given),1.0,0,0.1,-5,-4,-6,-7,0.0
CC(C)NC(=O)N[C@@H]1CC[C@H](CC(=O)NCCN2CCCC2)O[C@H]1CO,1.2,-3,-0.4,-12,-6,/,0,-0.5
CCc1noc(C)c1C(=O)N(CC)c1nc2c(C)cccc2s1,-2.6,1,0.0,-7,-11,1,-1,-0.2
COc1ccc(/C=N/NC(=O)c2ccncc2)cc1COc1ccc(NC(C)=O)cc1,1.9,4,0.0,-11,8,?,/,/
CNC[C@@H]1OCCCC[C@H](C)Oc2ccc(NC(=O)Nc3ccc(F)cc3)cc2C(=O)N([C@@H](C)CO)C[C@@H]1C,1.2,0,0.1,-32,-5,-15,0,-0.3
Cc1ccc(S(=O)(=O)N[C@H]2C=C[C@H](CC(=O)NCCN3CCCCC3)O[C@@H]2CO)cc1,-1.5,-6,-0.7,1,3,2,4,0.2
Nc1c(C(=O)Nc2ccc(F)cc2)sc(=S)n1-c1ccccc1F,-0.1,0,-0.1,2,/,-5,-1,-0.5
C[C@@H]1CCCCO[C@H](CN(C)Cc2ccc(C(=O)O)cc2)[C@H](C)CN([C@@H](C)CO)C(=O)c2cc(NC(=O)CCCN(C)C)ccc2O1,-0.8,-1,0.0,1,13,-2,2,0.0
COc1ccccc1-c1cc(C(=O)O)c2c(=O)n(C)c(=O)n(Cc3ccccc3)c2n1,0.7,0,0.0,-9,18,3,-9,/
CCCOc1ccc(C(=O)NC(=S)NCc2cccnc2)cc1,/,0,1.1,-3,-41,/,/,1.0
COc1ccc(OC)c(NC(=O)c2cc(-c3cc(C)cc(C)c3O)n[nH]2)c1,1.2,8,0.1,-4,2,3,6,/
O=C(O)C1CN(C(=O)c2ccccc2)c2cc(Cl)ccc2O1 (stereo not given),-2.4,0,0.0,-3,11,?,-43,0.2
O=C(NCCC1=CCCCC1)C1CCC(CNc2c(N3CCCC3)c(=O)c2=O)CC1 (stereo not given),1.0,-1,0.0,-9,-1,-10,/,1.6
CC(C)Sc1n[nH]c(=O)n1-c1ccccc1,3.0,0,0.0,-5,/,-4,4,-0.1
O=C(NC(=S)Nc1ccc2c(c1)OCCO2)c1cccc2ccccc12,-0.8,0,0.1,-4,-1,/,/,0.2
COC(=O)c1ccsc1NS(C)(=O)=O,-1.4,-2,0.3,-19,14,-6,/,1.2

# Given with values under each structure: part of the list above
# Each structure is followed by: F508del corr, CASP6 VEID inh, XiGFP reactiv, RAD52 anneal inh, INS-1E GSIS act, DENV2 CPE, RAD54 branch, E-sel inducer
CCCOc1ccc(C(=O)NC(=S)NCc2cccnc2)cc1
→ /, 0, 1.1, -3, -41, /, /, 1.0
COc1ccc(OC)c(NC(=O)c2cc(-c3cc(C)cc(C)c3O)n[nH]2)c1
→ 1.2, 8, 0.1, -4, 2, 3, 6, /

# Source: PubChem (Broad Institute)

# Compounds were not picked by outcome. About 3.7% of those tested had a hit in this group.
